Platelet DG rel: modulates dense granule release in human platelets; 300,000 tested, 0.22% active; inhibition, %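 (compounds screened at 7.5 µM in platelet-rich plasma)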; human platelet-rich plasma, SFLLRN dense granule ATP release, luminescence;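 active means mean replicate score, as percent of positive control, at or above 50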
GSK3A inh: human GSK-3 alpha kinase inhibition | P49840 | AID 2650 | 320,000 tested, 0.1% active | ADP-Glo luminescence, 60 min | inhibition, % at 10 µM;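 in the data active means inhibition above about 50%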;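 further: GST-tagged GSK-3 alpha with peptide substrate and 25 µM ATP; 0% = DMSO neutral wells and 100% = GW8510 positive control wells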
Target sequence (P49840 whole entry, looked up): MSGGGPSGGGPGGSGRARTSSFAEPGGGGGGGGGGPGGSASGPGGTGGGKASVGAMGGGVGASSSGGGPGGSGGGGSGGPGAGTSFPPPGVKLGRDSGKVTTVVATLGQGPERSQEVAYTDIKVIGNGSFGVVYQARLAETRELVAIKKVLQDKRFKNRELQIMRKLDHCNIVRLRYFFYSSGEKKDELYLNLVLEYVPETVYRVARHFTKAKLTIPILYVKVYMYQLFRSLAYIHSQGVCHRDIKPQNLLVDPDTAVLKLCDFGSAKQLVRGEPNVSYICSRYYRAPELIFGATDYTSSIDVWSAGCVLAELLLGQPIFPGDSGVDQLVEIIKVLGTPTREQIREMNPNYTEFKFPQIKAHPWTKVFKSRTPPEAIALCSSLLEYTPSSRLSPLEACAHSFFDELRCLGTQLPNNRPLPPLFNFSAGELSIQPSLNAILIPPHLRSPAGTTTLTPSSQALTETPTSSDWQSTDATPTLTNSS
aSyn UTR inh: 5' untranslated region of α-synuclein, MLPCN primary screen. 300,000 tested, 0.82% active. AID 1813. alpha-synuclein 5'UTR reporter, inhibitor activity. inhibition, % (tested at 7.5 µM); in the data active means inhibition above about 60%;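 further: H4 neuroglioblastoma cells stably carrying SNCA 5'UTR luciferase fusion; 0% = DMSO wells and 100% = positive control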
HSF1 inhib: HSF1 inhibition | AID 2098 | activity change, negative = inhibition, % at 7.5 µM (by protocol) | 300,000 tested, 0.77% active | NIH3T3-HGL HSE-luciferase, MG132-induced, luminescence 8 h; stronger effect = lower value;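 active means more than half of replicate wells show activity change below -50%, luminescence cut by over half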;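 further: luciferase reports HSF-1 transcriptional activity via heat shock element; 0% = median of DMSO wells and -100% = zero luminescence signal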
HSP90 inh: HSP90 refolding inhibition in rabbit reticulocyte lysate | luciferase refolding luminescence, 3 h | inhibition, % at 5.6 µM | 290,000 tested, 0.91% active | AID 1789;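 active means inhibition above the screen-wide mean plus 3 SD, computed separately per campaign, cut at about 16% in these data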;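 further: 0% = DMSO wells and 100% = 60 µM geldanamycin wells; inhibitors lower the luminescence because luciferase stays unfolded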
Dyrk1A ADPGlo: blocks rat Dyrk1A kinase activity | Q63470 | ADP-Glo luminescence, NFATc1 peptide | inhibition, % at 12.5 µM | 310,000 tested, 0.43% active | AID 504441; in the data active means inhibition above about 50%;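 further: plate controls were vehicle with enzyme for no effect and no enzyme for full effect; many of its hits are not listed in these tables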
HSF-1 act: increases HSF-1 driven luciferase reporter signal | NIH3T3-HGL HSF-1 luciferase reporter, MG132, 8 h; 100% = twice DMSO control signal | activation, % at 9 µM | 300,000 tested, 1.7% active | AID 504408;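 active means mean replicate activation of at least 50% with a set share of replicates each reaching 50%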;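 further: 0% = median of the neutral control wells and 100% = twice that signal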
IEC-6 cytotox: IEC-6 cytotoxicity, counter-screen for KLF5 inhibitors | AID 1825 | luminescence viability | inhibition, % at 5 µM | 290,000 tested, 0.78% active; in the data active means inhibition above about 22%;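 further: 0% = plate median of test compound wells and 100% = cytotoxic reference compound wells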
KLF5 inhibitor: kruppel-like factor 5 inhibition; DLD-1 KLF5 promoter-luciferase reporter, luminescence; inhibition, % at 5 µM; 290,000 tested, 0.23% active;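 active means inhibition above a per-plate limit of that plate's mean compound inhibition plus 3 SD, cut at about 60% in these data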;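 further: 0% = DMSO wells and 100% = LY294002 at 200 µM; higher means less KLF5 promoter-driven luciferase light; inactives centre near -14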
GSK3B inh: human GSK3beta kinase inhibition. P49841. GST-GSK3beta kinase, ADP-Glo luminescence, 60 min; stronger effect = lower value. activity score (negative = inhibition), % at 10 µM. 300,000 tested, 0.038% active. AID 2097;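 active means more than half of replicate wells score below -50%, meaning over 50% inhibition versus plate controls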;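 further: 0% = median DMSO wells and -100% = median GW8510 positive control wells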
Target sequence (P49841 whole entry, looked up): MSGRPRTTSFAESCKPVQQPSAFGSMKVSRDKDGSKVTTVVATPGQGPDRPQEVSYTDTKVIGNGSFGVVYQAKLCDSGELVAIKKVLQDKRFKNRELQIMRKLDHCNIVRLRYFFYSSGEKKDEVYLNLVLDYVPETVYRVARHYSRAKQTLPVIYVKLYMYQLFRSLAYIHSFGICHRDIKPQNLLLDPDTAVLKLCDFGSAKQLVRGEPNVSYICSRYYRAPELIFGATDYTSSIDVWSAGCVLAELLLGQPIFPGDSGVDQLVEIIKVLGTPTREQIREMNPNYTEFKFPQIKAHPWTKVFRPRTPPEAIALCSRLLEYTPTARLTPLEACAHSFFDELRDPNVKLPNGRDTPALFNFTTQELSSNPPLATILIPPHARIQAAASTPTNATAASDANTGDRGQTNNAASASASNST
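Test system: GST-fused GSK3beta enzyme, cell-free | Quantity: 1.6 ng GST-GSK3beta enzyme per well | Reagent: 25 µM ATP with peptide substrate | Schedule: 60 min enzyme reaction, room temperature | Signal: Luminescent ADP-Glo measurement of ADP formed | Read-out basis: Score relative to plate controls | Control set: DMSO and 20 µM GW8510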
* marks the source's active call; other numbers are inactive results; . = not tested or not shown.

Short forms – A = Platelet DG rel; B = GSK3A inh; C = aSyn UTR inh; D = HSF1 inhib; E = HSP90 inh; F = Dyrk1A ADPGlo; G = HSF-1 act; H = IEC-6 cytotox; I = KLF5 inhibitor; J = GSK3B inh
[1] COC(=O)COc1ccc(S(=O)(=O)N2CCN(c3ccc(F)cc3)CC2)cc1
  A = 12; B = -1; C = 20; D = .; E = 11; F = -2; G = .; H = 8; I = 6; J = 1
[2] Cc1ccc2nc(-c3ccc(Br)o3)oc(=O)c2c1
  A = 6; B = -5; C = -31; D = -2; E = 4; F = 3; G = -2; H = 6; I = -10; J = -1
[3] Cc1ccc(S(=O)(=O)NC(=O)c2cc(C)n(CCCn3ccnc3)c2C)cc1
  A = -2; B = 3; C = 28; D = -1; E = 4; F = 4; G = 0; H = 0; I = -29; J = -1
[4] CSc1cccc(NC(=O)CC(C)n2ccnc2)c1 (stereo not drawn)
  A = -4; B = -1; C = -3; D = -8; E = 1; F = .; G = -5; H = 8; I = -28; J = 3
[5] Cc1ccc(C2=[N+]([O-])C(C)N(O)C2(C)C)o1 (stereo not drawn)
  A = -4; B = -2; C = -17; D = -1; E = 0; F = -8; G = -6; H = 3; I = -19; J = -2
[6] O=C(NNS(=O)(=O)c1ccc(F)cc1)C1CCCCC1
  A = 16; B = -2; C = -3; D = -1; E = -2; F = -1; G = 1; H = 2; I = 2; J = 1
[7] O=S(=O)(c1ccccc1)c1cnn(-c2ccccc2)c1-c1ccc(F)cc1
  A = -8; B = 10; C = 3; D = -28; E = -2; F = -4; G = -39; H = -1; I = -28; J = -3
[8] O=C(O)CN1C(=O)SC(Nc2ccccc2C(=O)O)C1=O (stereo not drawn)
  A = -7; B = -6; C = 32; D = -6; E = 2; F = 5; G = 5; H = -3; I = -22; J = 0
[9] Cc1ccc(Cl)c(NC(=O)CN2CCN(C=O)CC2)c1
  A = 2; B = 0; C = 18; D = -1; E = 2; F = .; G = 25; H = -6; I = -14; J = -2
[10] O=C(CCN1C(=O)S/C(=C\c2cccs2)C1=O)NC1=NCCS1
  A = -3; B = 6; C = -18; D = -2; E = 0; F = 5; G = 19; H = -7; I = -7; J = 0
[11] Cc1ccc(C(=O)CSc2nc3ccccc3o2)cc1
  A = -11; B = -3; C = -47; D = 12; E = 14; F = 12; G = 27; H = -5; I = -47; J = 2
[12] CC(C)(C)OC(=O)N1CC(O)CC1C(=O)OCC(=O)c1ccc(-c2ccccc2)cc1 (stereo not drawn)
  A = 8; B = -1; C = 9; D = -17; E = 1; F = -7; G = -14; H = -3; I = -16; J = -4
[13] CC(C)CCOC(=O)C[N+](C)(C)CCOC1CC2CCC1(C)C2(C)C (stereo not drawn)
  A = 2; B = 8; C = -9; D = -8; E = 3; F = .; G = -3; H = 2; I = -26; J = -5
[14] COc1ccc(OC)c(C(=O)NC2CC(C)(C)Cc3c2cnn3-c2ccccc2)c1 (stereo not drawn)
  A = 0; B = .; C = 67*; D = 2; E = 2; F = 6; G = 25; H = -4; I = -8; J = -3
[15] Cc1ccc(CN2CC(C(=O)Nc3cc(C)ccn3)CC2=O)cc1 (stereo not drawn)
  A = -2; B = 23; C = -57; D = 4; E = .; F = 9; G = -8; H = .; I = .; J = 1

The results go on.
Short forms – A = Platelet DG rel; B = GSK3A inh; C = aSyn UTR inh; D = HSF1 inhib; E = HSP90 inh; F = Dyrk1A ADPGlo; G = HSF-1 act; H = IEC-6 cytotox; I = KLF5 inhibitor; J = GSK3B inh
[16] Cc1ccc2cc(C(c3nnnn3C3CCCC3)N3CCN(c4ccccc4)CC3)c(=O)[nH]c2c1 (stereo not drawn)
  A = 1; B = 0; C = 31; D = -6; E = 5; F = -1; G = -2; H = 6; I = 3; J = -4
[17] COc1cc(OC)c2ccc(=O)oc2c1C(CCN1CCCCC1)c1ccc(N(C)C)cc1 (stereo not drawn)
  A = -1; B = -2; C = 8; D = 7; E = .; F = -2; G = 18; H = .; I = .; J = -2
[18] O=C1C=C(NCc2ccc(Cl)cc2)CCC1
  A = -9; B = 0; C = 1; D = 21; E = 3; F = -10; G = 20; H = 1; I = -25; J = 3
[19] CCOC(=O)N1CCN(C(=O)c2cc(-n3cnnc3)ccc2Cl)CC1
  A = -8; B = 0; C = -8; D = -6; E = 1; F = 0; G = -4; H = 1; I = -4; J = 1
[20] N=C1C(c2nc3ccccc3[nH]2)=C(O)CN1c1ccccc1
  A = 3; B = 1; C = -293; D = 17; E = -3; F = -5; G = 13; H = 1; I = -95; J = -1
[21] Cc1nc2c([nH]1)C1(CCN(Cc3ccccc3)CC1)C(C#N)=C(N)O2
  A = .; B = 8; C = .; D = .; E = 6; F = 4; G = .; H = 5; I = 4; J = .
[22] CCOC(=O)CSc1nc2c(c(=O)[nH]1)C(C)(CC)Cc1ccccc1-2 (stereo not drawn)
  A = -6; B = -1; C = -48; D = -5; E = 0; F = 7; G = 3; H = 11; I = 28; J = 0
[23] CC(=O)N1c2ccccc2C(=O)C1N(C)c1ccc(C)cc1 (stereo not drawn)
  A = 5; B = -2; C = -29; D = -1; E = 0; F = 1; G = -3; H = 1; I = -37; J = 2
[24] CSCc1nnc(NC(=O)c2ccc(S(=O)(=O)N3CCCCC3C)cc2)o1 (stereo not drawn)
  A = 2; B = 0; C = 14; D = 1; E = -4; F = -5; G = 10; H = -1; I = -9; J = 0
[25] COc1cc(C2C(C#N)=C(N)Oc3cc(C)n(CCc4ccccc4)c(=O)c32)cc2c1OCO2 (stereo not drawn)
  A = 2; B = -1; C = -1; D = 2; E = 3; F = 7; G = 19; H = 4; I = -21; J = -2
[26] COc1ccccc1-c1nnc(SC(C(=O)c2c[nH]c3ccccc23)c2ccccc2)n1C (stereo not drawn)
  A = 2; B = 0; C = 7; D = 4; E = 2; F = 2; G = 34; H = -2; I = -32; J = 0
[27] COc1ccc(-n2c(SCC(=O)Nc3sc4c(c3C#N)CCCC4)nnc2-c2ccccc2OC)cc1
  A = 8; B = 1; C = 24; D = 9; E = 3; F = 3; G = -1; H = -3; I = -6; J = 4
[28] CCCc1cc(=O)[nH]c(SCC(=O)CSc2nc(CCC)cc(=O)[nH]2)n1
  A = -2; B = -3; C = -1; D = .; E = 3; F = 5; G = .; H = 2; I = -47; J = 1
[29] CCN(CC)CCCNC(=O)C1CCC(CNS(=O)(=O)c2c(C)cc(C)cc2C)CC1 (stereo not drawn)
  A = .; B = 0; C = -4; D = 2; E = -5; F = 0; G = 18; H = 0; I = -46; J = -2
[30] CCN(CC)S(=O)(=O)c1cccc2nsnc12
  A = -1; B = -5; C = 2; D = -4; E = -2; F = 2; G = -25; H = 0; I = -18; J = -1

(further entries)
Short forms – A = Platelet DG rel; B = GSK3A inh; C = aSyn UTR inh; D = HSF1 inhib; E = HSP90 inh; F = Dyrk1A ADPGlo; G = HSF-1 act; H = IEC-6 cytotox; I = KLF5 inhibitor; J = GSK3B inh
[31] COc1ccc(/C=N/n2cnc3c([nH]c4ccc(F)cc43)c2=O)cc1CSc1ccccn1
  A = 1; B = -2; C = -29; D = -2; E = 1; F = -9; G = -23; H = -3; I = -28; J = 0
[32] CC(CC(=O)NNC(=O)c1cccc(Cl)c1)c1ccccc1 (stereo not drawn)
  A = -2; B = -2; C = -27; D = 3; E = -4; F = -2; G = 6; H = -1; I = -26; J = 2
[33] Cc1cc(NC(=O)CCC(=O)N(c2ccc(F)cc2)C2(C(=O)NC3CCCCC3)CCCC2)no1
  A = 2; B = 1; C = 17; D = -2; E = 1; F = -7; G = -4; H = 1; I = -17; J = 1
[34] COc1ccc(NC(=O)CC2SC3=NCCN3C2=O)cc1 (stereo not drawn)
  A = -3; B = 0; C = 15; D = 3; E = 0; F = -1; G = -2; H = 4; I = -9; J = -1
[35] CCC(C)C(=O)Nc1nc(-c2ccc3c(c2)NC(=O)CO3)cs1 (stereo not drawn)
  A = -8; B = .; C = -31; D = 20; E = 1; F = 7; G = 45; H = 3; I = -12; J = 0
[36] Nc1ccccc1NC(=O)CCn1c(=S)[nH]c2ccccc2c1=O
  A = -15; B = 0; C = -21; D = 2; E = -1; F = -2; G = 11; H = -1; I = -33; J = -5
[37] CC1(C)NC(=O)N(CN2C(=O)NC(C)(C)C2=O)C1=O
  A = -3; B = -1; C = -2; D = -7; E = -3; F = -3; G = 16; H = -2; I = -29; J = -1
[38] COc1ccccc1N1CCN(C(=O)c2oc3cc(C)cc(C)c3c2C)CC1
  A = 2; B = 1; C = 14; D = 7; E = -1; F = 3; G = 11; H = -5; I = -11; J = -1
[39] CCCCCCOc1ccc(OC(=O)c2cccnc2)cc1
  A = -5; B = -1; C = -5; D = 8; E = 0; F = -3; G = 30; H = 5; I = -10; J = 0
[40] COc1ccc(CCN2C(=O)CC(NNc3ccc([N+](=O)[O-])cc3)C2=O)cc1OC (stereo not drawn)
  A = 2; B = -9; C = 17; D = 3; E = 4; F = .; G = -1; H = 0; I = 13; J = 1
[41] O=C(c1ccco1)N1N=C(c2ccc(Cl)cc2)CC1c1ccco1 (stereo not drawn)
  A = -10; B = -3; C = -28; D = 4; E = -1; F = -8; G = 3; H = 11; I = -38; J = 0
[42] Cc1cccc(NC(=S)NC2CC3CCCC(C2)N3CC(C)C)c1 (stereo not drawn)
  A = 10; B = -7; C = -30; D = 2; E = 8; F = -1; G = 4; H = 7; I = -8; J = 5
[43] CCCCC1CCC(c2nc(-c3ccccn3)no2)CC1 (stereo not drawn)
  A = -1; B = .; C = 97*; D = -3; E = 12; F = 12; G = -9; H = -4; I = -16; J = 7
[44] COc1cccc(C(=O)NNC(=O)Cc2csc(N)n2)c1
  A = -2; B = -9; C = 22; D = -4; E = 3; F = 1; G = -8; H = -6; I = -23; J = 0
[45] CC1=C(C(=O)NCCCOC(C)C)C2(CCC(C)CC2)OC1=O (stereo not drawn)
  A = -2; B = -3; C = 2; D = -4; E = -5; F = -2; G = -13; H = -1; I = -43; J = -5
[46] O=C(NCc1ccco1)c1ccccc1-c1nc(-c2ccccc2)no1
  A = 6; B = -2; C = -24; D = -6; E = -3; F = 6; G = 5; H = -3; I = -29; J = -3
[47] O=S(=O)(Nc1ccc(Br)cc1)N1CCOCC1
  A = -4; B = -1; C = -4; D = -8; E = -2; F = -1; G = 5; H = -8; I = -15; J = 3
[48] COc1ccc(CCNC(=O)c2cnc3ccccn3c2=O)cc1
  A = 24; B = 0; C = -11; D = -5; E = -6; F = 2; G = -1; H = -1; I = -6; J = -2

An excerpt from above in order of their number in aSyn UTR inh, highest first:
| entry | SMILES | Platelet DG rel | GSK3A inh | aSyn UTR inh | HSF1 inhib | HSP90 inh | Dyrk1A ADPGlo | HSF-1 act | KLF5 inhibitor | GSK3B inh |
| --- | --- | --- | --- | --- | --- | --- | --- | --- | --- | --- |
| 33 | Cc1cc(NC(=O)CCC(=O)N(c2ccc(F)cc2)C2(C(=O)NC3CCCCC3)CCCC2)no1 | 2 | 1 | 17 | -2 | 1 | -7 | -4 | -17 | 1 |
| 38 | COc1ccccc1N1CCN(C(=O)c2oc3cc(C)cc(C)c3c2C)CC1 | 2 | 1 | 14 | 7 | -1 | 3 | 11 | -11 | -1 |
| 31 | COc1ccc(/C=N/n2cnc3c([nH]c4ccc(F)cc43)c2=O)cc1CSc1ccccn1 | 1 | -2 | -29 | -2 | 1 | -9 | -23 | -28 | 0 |

The list is partial. The share of hits here may be higher or lower than overall.
